High-throughput results: PubChem, several laboratories
LAP4-GFP MLPCN: modulators of LAP4-GFP expression in yeast, primary screen, S. cerevisiae, multiplex flow cytometry, MLPCN library | 3 h; median GFP as percent of DMSO wells | GFP response vs DMSO, % at 10 µM | 0.34% of 320,000 active | AID 2023, 2009;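 active means GFP response vs DMSO above a set limit, about the screen mean plus 3 SD, cut at about 150% in these data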
proCasp7 act: procaspase-7 activators, primary screen, counter-screen for procaspase-3 activator project, biochemical, absorbance, HTS, human; Caspase-7 (Homo sapiens), P55210; recombinant procaspase-7, Ac-DEVD-pNA absorbance 405 nm; D23A/D198A/D206A triple mutant, cannot self-cleave; scale: DMSO 0, 5 µM enzyme 100; activation, % at 8.5 µM; 0.093% of 330,000 active; AID 463210, 2010;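 active means percent activation above the screen-wide mean plus 3 SD, cut at about 25% in these data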
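Test system: Procaspase-7 triple mutant (PC-7 D3A). Also added: Ac-DEVD-pNA substrate, 400 µM as added. Schedule: 1 h enzyme–compound preincubation and 2 h substrate reaction, both 25 °C. Signal: p-Nitroaniline absorbance at 405 nm, read at 0 and 120 min. Control set: low DMSO alone, high DMSO plus 5 µM PC-7.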
AGP1 TOR yeast: modulators of AGP1-GFP expression in yeast TOR pathway, primary screen, cell-based, multiplex flow cytometry, S. cerevisiae, MLPCN library | 3 h; GFP as percent of DMSO wells | 0.02% of 320,000 active | AID 2066, 2009 | GFP response vs DMSO, % at 10 µM;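 active means GFP response relative to DMSO above a set limit, near screen average plus 3 SD, cut at about 150% in these data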;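 further: median GFP channel fluorescence of the gated AGP1 strain per well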
MEP2 TOR yeast: modulators of MEP2-GFP levels in yeast, primary screen, S. cerevisiae, multiplex flow cytometry, MLPCN library; 0.51% of 330,000 active; S. cerevisiae MEP2-GFP strain, 3 h; 100% = DMSO control level; GFP response vs DMSO, % at 10 µM;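 active means GFP response versus DMSO above a set limit, roughly screen mean plus 3 SD, cut at about 180% in these data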;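 further: median GFP fluorescence of the barcode-gated MEP2-GFP cells per well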
CIT2-GFP yeast: modulators of CIT2-GFP expression in yeast, primary screen, S. cerevisiae, GFP fusion, multiplex flow cytometry, MLPCN library. 0.065% of 320,000 active. AID 2029, 2009. S. cerevisiae CIT2-GFP strain, 3 h; 100 means same as DMSO wells. GFP response vs DMSO, % at 10 µM;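 active means GFP response relative to DMSO above a set limit, near the screen mean plus 3 SD, cut at about 150% in these data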;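 further: ratio of well median GFP fluorescence to mean of DMSO wells on the plate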
procasp3 activ: activators of human procaspase-3 D3A mutant, primary screen, biochemical, absorbance, PC-3 D3A mutant, single concentration | recombinant procaspase-3 D3A, Ac-DEVD-pNA absorbance 405 nm | activation, % at 8.5 µM | 0.11% of 330,000 active | AID 463141, 2010;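 active means activation above the mean of all tested compounds plus 3 SD, cut at about 21% in these data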;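 further: 0% = DMSO alone and 100% = DMSO wells spiked with extra 5 µM PC-3 D3A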
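material = Procaspase-3 D3A mutant | probe or stimulus = Ac-DEVD-pNA | compound = single dose, 8.5 µM nominal compound, 0.8% DMSO | timing = 1 h preincubation, 2 h reaction | measured by = 405 nm absorbance of p-nitroaniline, reads at 0 and 120 min | benchmarks = DMSO-only low control, 5 µM PC-3 D3A high control | repeats = singlicate, each compound tested once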
AHR act: AHR activators, primary screen, cell-based, luminescence, luciferase reporter, human; 2.5% of 320,000 active; AID 2796, 2010; AHR-responsive luciferase reporter cells; Aryl hydrocarbon receptor (Homo sapiens), P35869; activation, % at 5 µM; in the data active means activation above about 47%;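 further: 0% = vehicle wells and 100% = reference agonist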
Target sequence (P35869 whole entry, looked up): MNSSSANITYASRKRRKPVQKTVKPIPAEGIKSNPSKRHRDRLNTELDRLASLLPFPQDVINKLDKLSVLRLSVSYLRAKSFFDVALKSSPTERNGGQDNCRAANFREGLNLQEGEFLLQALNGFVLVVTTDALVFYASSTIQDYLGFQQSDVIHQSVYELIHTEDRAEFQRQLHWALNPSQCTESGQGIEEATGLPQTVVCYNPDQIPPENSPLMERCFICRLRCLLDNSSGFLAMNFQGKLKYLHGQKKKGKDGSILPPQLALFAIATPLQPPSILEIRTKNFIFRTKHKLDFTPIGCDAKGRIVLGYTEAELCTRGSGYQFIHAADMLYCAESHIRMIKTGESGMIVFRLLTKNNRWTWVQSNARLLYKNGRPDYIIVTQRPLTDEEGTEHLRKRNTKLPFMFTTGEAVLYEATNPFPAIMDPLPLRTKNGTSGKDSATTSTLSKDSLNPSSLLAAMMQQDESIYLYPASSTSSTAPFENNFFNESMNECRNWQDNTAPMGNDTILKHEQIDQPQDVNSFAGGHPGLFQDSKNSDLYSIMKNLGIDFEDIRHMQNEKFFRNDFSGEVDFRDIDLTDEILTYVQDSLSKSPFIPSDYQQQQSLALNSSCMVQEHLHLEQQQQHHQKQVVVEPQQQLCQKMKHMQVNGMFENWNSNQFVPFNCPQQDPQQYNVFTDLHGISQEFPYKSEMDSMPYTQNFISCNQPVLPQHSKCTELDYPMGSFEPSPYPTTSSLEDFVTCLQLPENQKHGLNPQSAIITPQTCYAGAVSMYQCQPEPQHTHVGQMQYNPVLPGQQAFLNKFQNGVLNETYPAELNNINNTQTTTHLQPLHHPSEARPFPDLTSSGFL
RPL19A TOR yeast: RPL19A-GFP expression modulators in yeast, primary screen, cell-based, S. cerevisiae, multiplex flow cytometry, MLPCN; S. cerevisiae RPL19A-GFP strain, 3 h; hits give low values; percent response vs DMSO, % at 10 µM; 0.3% of 330,000 active; AID 2025, 2009;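 active means percent response vs DMSO below 50%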;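 further: median channel GFP fluorescence of the barcoded RPL19A-GFP strain; ratio of sample median GFP to plate DMSO average so 100% = DMSO; lower means less RPL19A-GFP as with rapamycin TOR inhibition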
* hit, by the source's call; nt = no result given.

SMILES	LAP4-GFP MLPCN	proCasp7 act	AGP1 TOR yeast	MEP2 TOR yeast	CIT2-GFP yeast	procasp3 activ	AHR act	RPL19A TOR yeast
Cc1cc(OCCN2CCOCC2)ccc1C(C)C	103	-5	98	109	100	-4	5	103
CC(=O)Nc1sc2c(c1C#N)CCCCC2	109	2	105	109	96	-10	11	102
COc1ccc(C(=O)C(C)Sc2nnc(C3CC3)n2C2CC2)cc1 (configuration not stated)	101	0	106	101	99	6	0	100
COc1ccc(NC(=O)c2cc3c([nH]c4ccccc43)c(C)n2)cc1	100	-1	95	100	102	10	85*	102
Cc1ccc(C(=O)N(CC(=O)NC2CCCC2)c2ccc(F)cc2)s1	81	-12	85	93	87	-4	2	93
COc1cccc2c(=O)n(CC(=O)NC3CCCCC3)ccc12	102	4	101	92	94	7	2	100
Cc1c(Cl)cccc1-n1nnnc1-c1cccs1	88	-1	88	99	104	1	0	99
COc1cc(C(=O)NCC(=O)N2CCN(S(=O)(=O)c3ccccc3)CC2)cc(OC)c1OC	108	0	96	100	92	2	-2	98
Cc1ccc(S(=O)(=O)CC(c2ccccc2)N2CCCCC2)cc1 (configuration not stated)	106	-2	102	107	97	4	1	108
CCOC(=O)C1CCN(C(=O)CCCNC(=O)Cn2cnc3sc(C)c(C)c3c2=O)CC1	99	8	110	96	107	-1	0	104
CCOc1ccc(NC(=O)CCC(=O)N2CCSc3ccccc32)cc1	106	0	109	113	107	12	2	102
CCOc1ccc(-c2n[nH]c(C)c2-c2ccccc2OC)c(O)c1	nt	2	92	87	86	-9	22	92
NC1=NC[C@H](Cc2ccc(O)cc2)N1CC1CCCCC1	144	-6	98	99	129	1	0	103
O=C(O)c1ccc(CSc2ncnc3c2cnn3Cc2ccccc2)cc1	93	5	97	98	97	-1	5	97
CS(=O)(=O)N(CC(=O)N/N=C/c1ccco1)c1ccccc1Br	100	-1	105	101	103	1	0	108
Cc1ccc(S(=O)(=O)N2CCOCC2)cc1C(=O)NC(=S)N(Cc1ccccc1)C(C)C	93	-14	95	105	112	-9	0	101
COc1cc(/C=N/NC(=O)c2ccc(COc3ccccc3Cl)o2)cc(Br)c1O	94	-9	94	89	93	0	40	102
Cc1cccc(C(=O)Nc2ccc(S(=O)(=O)N3CCOCC3)cc2C)c1	94	-1	100	108	108	0	0	105
Cc1ccc2[nH]c(=O)c(Cc3ccccc3)c(O)c2c1	98	-12	109	102	112	-4	6	103
Cc1ccc(CNC(=O)CCn2cc(-c3ccc(C)cc3)nc2CCN)cc1	115	-6	85	101	70	-10	0	96
COC(=O)c1cc(NC(=O)CN(c2cccc(OC)c2)S(=O)(=O)c2ccccc2)ccc1Cl	100	5	96	103	95	2	-2	95
O=C(O)Cn1nc(C(F)(F)F)c2c1CCCC2	99	3	101	108	91	-2	2	92
O=C1NCCN(Cc2cccc(Oc3ccccc3)c2)C1CC(=O)N1CCCO1 (configuration not stated)	113	3	108	107	108	5	0	107
c1ccc(C2C3=C(CCCC3)Nc3ncnn32)cc1 (configuration not stated)	94	2	97	106	98	-1	1	98
Cc1ccc(C)c(NC(=O)CCN2CCOCC2)c1	101	2	101	96	97	0	0	101
CCn1c(CC(=O)Nc2ccc(F)cc2)nnc1SCC(=O)NC1CCCC1	98	5	97	102	100	2	0	98
CCOc1ccc(/C=C2\N=C(c3cccs3)OC2=O)cc1OC	105	5	103	102	99	3	-1	103
COc1ccc(OC)c(NC2c3ncccc3C(=O)N2Cc2ccco2)c1 (configuration not stated)	87	-3	nt	93	85	-1	0	88
O=C(NCC1CCCO1)c1ccc(COc2ccccc2)o1 (configuration not stated)	102	16	96	94	90	6	2	90
CC1(CC(=O)N/N=C/c2cc(Br)c(O)cc2O)OCCO1	95	-7	94	99	96	10	3	94
Cn1cc([N+](=O)[O-])c(C(=O)Nc2ccc3c(c2)OCCO3)n1	108	11	107	102	101	4	2	101
CCCCOc1ccc(C(=O)N2CCN(c3ncccn3)CC2)cc1	82	5	88	87	96	-2	1	91
CCCCn1c(SCC(=O)N2CCCC2)nc2cc(S(N)(=O)=O)ccc21	105	11	104	100	106	0	2	100
O=C(/C=C/c1ccccc1)NCCOc1ccccc1	108	9	90	96	83	-3	1	92
COc1ccc(-n2nnnc2SCC(=O)N2CCN(C(=O)c3ccco3)CC2)cc1OC	96	0	100	101	97	-2	-3	95
CCCCC(=O)N(Cc1ccc(F)cc1)C1CCS(=O)(=O)C1 (configuration not stated)	110	6	106	99	105	8	-1	96
COCC(=O)NC(c1ccccc1)c1ccccc1	90	5	92	94	97	6	2	96
COc1ccc(-c2noc(COc3ccc4c(c3)OCO4)n2)cc1OC	101	10	99	105	100	-2	3	100
COc1ccc(OCC(=O)N2CCCC2=O)c([N+](=O)[O-])c1	99	3	100	96	100	-3	0	102
COc1cc(OC)c(NS(=O)(=O)c2cc(C(=O)OC(C)C(=O)NC3CC3)c(Cl)cc2Cl)cc1Cl (configuration not stated)	93	6	119	89	87	8	1	95
COC(=O)[C@]1(Cc2ccccc2)N[C@H](CN(C)C(=O)COc2ccccc2)[C@@H]2C(=O)N(C)C(=O)[C@@H]21	108	10	110	101	98	4	0	102
CCN(CC)S(=O)(=O)c1ccc(/C=C/C(=O)Nc2ccccc2N2CCOCC2)cc1	103	1	100	101	103	-2	0	101
Cc1ccc(S(=O)(=O)Nc2c(NC3CCCCC3)c3ccccc3oc2=O)c(C)c1	101	-6	97	108	96	5	4	95
Cc1cccc(N(C)C(=O)c2cc(S(=O)(=O)N3CCCCC3)c[nH]2)c1	100	1	102	106	105	5	2	101
CCOC(=O)N1CCN(C(=O)Cn2c(C)cc3ccccc3c2=O)CC1	89	-4	92	93	85	-5	0	93
COc1ccc(/C=C/C(=O)NC(=S)Nc2ccc(Br)cn2)cc1	118	-2	110	102	110	-5	8	99
O=C(c1cc(Cl)ccc1Cl)N1CCc2ccccc21	105	-2	96	99	90	2	6	100
Cc1nnc(NC(=O)c2oc3c(ccc4ccccc43)c2C)s1	nt	8	77	81	77	-2	40	94
COc1ccc(C2NC(=O)N(CCCC(=O)O)C(C)=C2C(=O)OCc2ccccc2)cc1 (configuration not stated)	97	0	104	98	94	-1	-2	97
COCCN(CCOC)C(=O)COC(=O)c1ccc(Cl)c(S(=O)(=O)N(C)c2ccccc2)c1	108	2	111	103	105	-2	1	102
Cc1nnc(Nc2ccccn2)c2ccccc12	99	-5	92	97	92	0	148*	90
Cc1ccc(N=Cc2cccc(O)c2O)c(C)c1	95	-18	94	100	100	-14	7	105
Cc1csc(SC(C)c2nc3scc(-c4ccccc4)c3c(=O)[nH]2)n1 (configuration not stated)	99	-3	99	99	93	-15	10	102
COc1ccc(CN2CNc3c(c(=O)n(C)c(=O)n3C)C2)cc1	91	7	96	96	95	4	3	98
CCC/C(O)=C1\C(=O)CCCC1=NCCCCCC(=O)O	99	-4	102	100	101	6	2	97
O=C1NC2(CCCCCC2)C(=O)N1Cc1ccc(Br)cc1	84	4	91	100	91	4	1	95
CCOP(=O)(OCC)C(NC(=O)Nc1ccc(Cl)cc1)C(N)=O (configuration not stated)	103	2	100	103	108	6	-2	105
Cc1cc(N(C)C)ccc1N=Nc1ccc(N)cc1	119	-21	96	101	93	-19	-2	96
COc1ccc(-n2c(Cc3cccn3C)nnc2SCC(=O)NCCc2ccccc2)cc1	103	-14	99	105	96	-5	3	101
COC(=O)c1ccc(C2=NOC(C)(c3sc(-c4ccc(Cl)cc4)nc3C)C2)cc1 (configuration not stated)	100	4	103	106	105	7	8	102
The list continues.
SMILES	LAP4-GFP MLPCN	proCasp7 act	AGP1 TOR yeast	MEP2 TOR yeast	CIT2-GFP yeast	procasp3 activ	AHR act	RPL19A TOR yeast
COc1ccc(C(=O)Nn2c(SCC(=O)NC3CCCCC3)nc3ccccc3c2=O)cc1	104	-10	102	101	99	2	2	100
CCC1CCCCN1C(=O)CCc1nnc(C2CCCCC2)o1 (configuration not stated)	90	3	95	100	93	3	2	99
COc1cc2c(cc1OC)CN(C(=O)c1ccc3nc[nH]c3c1)CC2	96	-1	103	101	102	-3	35	108
CCOC(=O)c1cn(Cc2ccc(Br)cc2)nn1	92	0	100	95	98	4	1	101
CCN(CC)S(=O)(=O)c1cccc(-c2nnc(SCC#N)n2Cc2ccccc2)c1	98	9	100	98	105	8	3	99
O=C(NCCc1ccc(Cl)cc1)C1CC(=O)N(C2CCCC2)C1 (configuration not stated)	91	1	18	128	94	10	6	73
COc1ccc(C2CC(c3cccc(C)c3)n3ncnc3N2)cc1 (configuration not stated)	104	-1	108	101	98	-4	0	99
O=C(CSc1nc2ccccc2n1S(=O)(=O)c1cccc([N+](=O)[O-])c1)NCCc1ccccc1	95	3	92	104	95	10	14	98
CC(=O)c1cc(F)c(N2CCN(C(=O)Cc3ccccc3)CC2)cc1C	128	-5	89	89	87	-12	2	94
CCOC(=O)c1c(NC(=O)C2=COCCO2)sc2c1CCN(C(=O)OC)C2	126	13	104	96	94	5	2	96
O=C(CSc1nc2ncccc2[nH]1)c1cccc([N+](=O)[O-])c1	101	-6	99	99	99	-9	-1	100
Cc1ccc(S(=O)(=O)N(C)C)cc1NC(=O)C(C)OC(=O)c1ccc2c(c1)OCCO2 (configuration not stated)	103	5	106	100	96	-3	1	102
O=C(CCc1cn2ccccc2n1)NC1CCCc2c1cnn2-c1ccccc1F (configuration not stated)	93	-2	106	102	104	-6	1	100
CCCCCC(=O)N/N=C/c1cccs1	91	-8	100	103	106	9	10	100

Another view of 7 compounds above:
Value order: LAP4-GFP MLPCN	proCasp7 act	AGP1 TOR yeast	MEP2 TOR yeast	CIT2-GFP yeast	procasp3 activ	AHR act	RPL19A TOR yeast
- O=C(NCCc1ccc(Cl)cc1)C1CC(=O)N(C2CCCC2)C1 (configuration not stated)
→ 91	1	18	128	94	10	6	73
- COc1ccc(C2CC(c3cccc(C)c3)n3ncnc3N2)cc1 (configuration not stated)
→ 104	-1	108	101	98	-4	0	99
- O=C(CSc1nc2ccccc2n1S(=O)(=O)c1cccc([N+](=O)[O-])c1)NCCc1ccccc1
→ 95	3	92	104	95	10	14	98
- CC(=O)c1cc(F)c(N2CCN(C(=O)Cc3ccccc3)CC2)cc1C
→ 128	-5	89	89	87	-12	2	94
- CCOC(=O)c1c(NC(=O)C2=COCCO2)sc2c1CCN(C(=O)OC)C2
→ 126	13	104	96	94	5	2	96
- O=C(CSc1nc2ncccc2[nH]1)c1cccc([N+](=O)[O-])c1
→ 101	-6	99	99	99	-9	-1	100
- Cc1ccc(S(=O)(=O)N(C)C)cc1NC(=O)C(C)OC(=O)c1ccc2c(c1)OCCO2 (configuration not stated)
→ 103	5	106	100	96	-3	1	102

Rows were taken by chance; overall some 3.5% were active at least once.
